Assay outcomes: PubChem, several laboratories
LEDGF integ inh – blocks HIV-1 LEDGF/p75-dependent DNA integration; 370,000 tested, 0.64% active; AID 743269; inhibition, % at 3.7 µM; TR-FRET IN-LEDGF/p75 DNA integration, Eu/Cy5;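 active = inhibition above the screen-wide mean plus 3 SD, cut at about 13% in these data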;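 also: signal is the Cy5 over europium emission ratio at 671 and 618 nm; 0% = plate median of compound wells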
TDP2 inh – blocks human TDP2 phosphodiesterase activity. O95551. recombinant TDP2, T5PNP hydrolysis, p-nitrophenol absorbance 415 nm. inhibition, % at 12.8 µM. 370,000 tested, 0.34% active;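 active = inhibition above the mean of all tested compounds plus 3 SD, set per campaign, cut at about 25% in these data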;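 also: 0% = DMSO with enzyme and 100% = buffer with substrate but no TDP2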
Target sequence (O95551 whole entry, looked up): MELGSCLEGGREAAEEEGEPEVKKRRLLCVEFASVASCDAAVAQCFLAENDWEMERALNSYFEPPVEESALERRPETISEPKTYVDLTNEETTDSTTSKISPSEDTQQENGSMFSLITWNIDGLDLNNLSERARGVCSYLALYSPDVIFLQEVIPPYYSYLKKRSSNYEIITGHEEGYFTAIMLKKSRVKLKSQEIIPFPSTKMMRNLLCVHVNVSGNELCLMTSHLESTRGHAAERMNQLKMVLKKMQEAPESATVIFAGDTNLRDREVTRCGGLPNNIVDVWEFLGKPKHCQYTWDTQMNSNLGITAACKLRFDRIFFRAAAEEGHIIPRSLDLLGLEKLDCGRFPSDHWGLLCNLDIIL
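System – recombinant human TDP2 · Amount – 120 nM TDP2 per well · Buffer or medium – Mg2+-containing Tris-HCl buffer, pH 7.5 · Reagent – T5PNP substrate, 5 mM · Dosing – 12.8 µM single point, 1% DMSO · Incubation – 2 h at 37 °C · Measured by – epi absorbance · Read-out basis – percent inhibition · Benchmarks – high control without enzyme, low control DMSO plus TDP2 · Repeats – singlicate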
PG9 Ab binder – binds the HIV-1 gp120 antibody PG9. TR-FRET gp120-PG9 antibody binding. inhibition, % at 6.7 µM. 360,000 tested, 0.43% active; in the data active = inhibition above about 8.5%
PRMT1 FP inh – blocks human protein arginine methyltransferase 1. Q99873. recombinant PRMT1, activity-based probe fluorescence polarization. inhibition, % at 2.79 µM. 370,000 tested, 1.3% active. AID 652257;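 active = inhibition above about 21% made by adding two undisclosed values, limit read from the data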
rCAG RNA binder – r(CAG) repeat RNA binding. TO-PRO-1 dye displacement fluorescence. inhibition, % at 3 µM. 370,000 tested, 1.3% active;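 active = inhibition above the plate cutoff, the mean of all test compounds on that plate plus 3 SD, cut at about 35% in these data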;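 also: 0% = DMSO alone and 100% = 100 µM mitoxantrone as full dye displacement; higher means more dye released from RNA so lower well fluorescence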
Rev-erbA mod – Rev-erb alpha (human) modulation; P20393; Rev-erbα–FITC-DNA binding, fluorescence polarization, 90 min; activity, % at 10 µM; 370,000 tested, 0.79% active;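 active = activity above about 14%, limit read from the data; passing the limit was not always enough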;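 also: 0% = DMSO wells with 35 nM protein and 100% = DMSO wells with 750 nM protein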
mABHD4 FP – inhibitors of mouse ABHD4; Q8VD66; purified mABHD4, FP-Rh probe fluorescence polarization; inhibition, % at 8.92 µM; 370,000 tested, 0.54% active; AID 720543;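 active = inhibition exceeding the mean over every tested compound plus 3 SD, cut at about 30% in these data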;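 also: 0% = plate median of compound wells and 100% = S159A mutant with DMSO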
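Assay system: mouse ABHD4 enzyme, wild type / Also added: fluorescent activity-based probe FP-Rh / Doses: single nominal dose of 8.92 µM, 0.89% DMSO final / Timing: 45 min compound pre-incubation plus 60 min probe step, 25 °C / Signal: FP readout, ex 525 nm / em 598 nm / Control set: S159A mutant/DMSO as 100%, compound-well median as 0%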
SIAE primary – blocks human sialic acid acetylesterase; SIAE FP-Rh probe binding, fluorescence polarization; inhibition, % at 9.66 µM; 370,000 tested, 0.69% active; AID 1053197;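 active = inhibition above a cutoff: mean of compounds within the control limits plus 3 SD of those, cut at about 17% in these data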;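 also: 0% = plate median of compound wells and 100% = probe without SIAE protein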
TCR CD3 inh – blocks the human TCR-CD3 interaction; TAMRA-labeled TCR probe fluorescence, biochemical; inhibition, % at 9.4 µM; 360,000 tested, 0.37% active; AID 651800; in the data active = inhibition above about 19%;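 also: recombinant mutant TCR 2C K166C tagged with TAMRA read by polarization; 0% = receptor in buffer alone and 100% = receptor with positive control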
HTRA1 inh – blocks human HTRA1 serine peptidase; inhibition, % at 5.96 µM; AID 504803; Q92743; recombinant HTRA1, FP-rhodamine activity-based probe, fluorescence polarization; 340,000 tested, 0.5% active; in the data active = inhibition above about 36%;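 also: 0% = enzyme with DMSO and 100% = wells lacking enzyme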
Target sequence (Q92743 whole entry, looked up): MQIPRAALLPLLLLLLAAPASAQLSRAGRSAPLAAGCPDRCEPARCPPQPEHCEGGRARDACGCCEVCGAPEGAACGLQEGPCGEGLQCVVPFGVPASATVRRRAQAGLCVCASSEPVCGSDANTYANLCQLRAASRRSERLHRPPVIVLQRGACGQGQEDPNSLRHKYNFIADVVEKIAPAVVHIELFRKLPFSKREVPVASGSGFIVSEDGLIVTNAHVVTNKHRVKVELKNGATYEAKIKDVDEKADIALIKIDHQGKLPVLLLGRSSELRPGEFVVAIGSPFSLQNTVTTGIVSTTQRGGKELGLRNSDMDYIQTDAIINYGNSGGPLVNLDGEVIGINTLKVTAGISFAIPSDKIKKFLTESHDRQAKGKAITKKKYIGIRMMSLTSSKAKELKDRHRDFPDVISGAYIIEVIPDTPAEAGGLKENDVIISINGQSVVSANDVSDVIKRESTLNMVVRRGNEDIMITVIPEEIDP
* = called active by the depositor; / = no result given. A portion of the library. The share of hits here may be higher or lower than overall.

SMILES	LEDGF integ inh	TDP2 inh	PG9 Ab binder	PRMT1 FP inh	rCAG RNA binder	Rev-erbA mod	mABHD4 FP	SIAE primary	TCR CD3 inh	HTRA1 inh
COc1cccc(C(NC(C)=O)c2ccc3cccnc3c2O)c1 (configuration not stated)	-5	-17	-3.4	-6	4	2	8	3	-8	32
CC(NC(=O)Cn1ccsc1=N)C12CC3CC(CC(C3)C1)C2 (configuration not stated)	1	8	-2.6	0	12	-2	4	1	2	7
CC(NC(=O)c1ccco1)C(=O)N1CCN(c2cccc(Cl)c2)CC1 (configuration not stated)	3	7	-0.3	0	-2	-1	3	1	0	1
O=C1NC(=O)C2(COC(c3ccccc3Cl)OC2)S1 (configuration not stated)	-1	2	3.4	0	1	-2	4	3	0	3
CNC(=O)CN(c1cccc2ccccc12)S(C)(=O)=O	1	-4	-1.1	1	-2	-1	-3	0	5	8
COc1cccc2cc(C(=O)Nc3ccccc3C)/c(=N/O)oc12	-2	-2	-5.1	-2	4	-9	3	1	11	-3
CC(C)Oc1ccc(C2C(C#N)=C(N)Oc3c2oc(CO)cc3=O)cc1 (configuration not stated)	3	-3	-2.7	-2	0	2	7	-4	2	3
CCOC(=O)[C@H]1[C@H]2COc3ccc(Cl)cc3[C@@H]2N2C(=O)c3cc(F)ccc3NC(=O)[C@@]12C	-1	-4	-1.1	-2	-1	5	-12	-8	5	-25
C=CCC[C@H](Cc1ccc(F)cc1)C(=O)OC[C@@H](C)NC(=O)[C@H](CC=C)CC(=O)NCCO	-2	0	-0.7	1	-4	0	5	-1	-5	-2
CCNC(=S)NC1CC2CCCC(C1)N2Cc1ccco1 (configuration not stated)	0	10	-1.0	2	-2	3	-1	-2	8	-2
Cc1ccc(C(C(=O)NC(C)(C)C)N(CC2CCCO2)C(=O)CCC(=O)Nc2ccccn2)cc1 (configuration not stated)	1	-2	-0.1	0	3	4	-2	-3	7	5
Cc1cc(NC(=O)c2cccnc2)ccc1NC(=O)c1cc2ccccc2o1	0	0	0.0	3	-3	-2	0	-2	-1	-3
Cc1cccc(CN(C)C)c1CC(O)(c1ccccc1)c1ccccc1	-5	-8	-0.1	-2	2	6	1	-3	2	0
C/C(=N\Nc1ccccn1)c1ccc(C#N)cc1	-1	-6	-2.0	-3	-2	3	-1	-4	5	-3
CCCCCSc1nncc(=O)[nH]1	-1	3	-1.8	1	-4	4	1	2	-2	-1
O=S(=O)(c1ccc(NCCOCCO)nc1)N1CCCCC1	-2	9	0.7	-2	1	-4	7	5	-2	0
C[C@@H]1CN(C(=O)OC(C)(C)C)CCN1c1ccc(N2CCS(=O)(=O)CC2)c(C#N)c1	1	3	-0.9	-7	3	1	1	-3	4	/
CC(OC(=O)Cc1c(F)cccc1Cl)C(=O)NC1CCCCC1C (configuration not stated)	0	-9	-1.3	-6	-3	-8	4	-5	5	12
O=C1CC2(CCN(C(=O)c3cccc(Br)c3)CC2)Oc2ccccc21	-3	11	-0.2	1	-8	4	5	4	-5	-3
C=CCn1c(N)c(C(=O)NCc2cccnc2)sc1=S	2	1	3.5	7	1	1	5	4	-1	6
CCOc1ccc(CCNC(=O)C2=C(C)C(=O)OC23CCC(C)CC3)cc1 (configuration not stated)	3	9	0.9	2	1	6	-1	-9	-1	-8
NS(=O)(=O)c1ccc(CNC(=O)c2cc(-c3cccnc3)nc3ccccc23)cc1	0	16	-1.2	0	5	-1	-2	1	2	1
CC(C)CCNC(=O)COc1ccc2c(c1)C(=O)CC(C)(C)O2	2	-1	-1.3	-2	-8	-3	-4	-4	6	2
CCOC(=O)C1(C)Oc2ccccc2C(C(=O)OC)=C1C(=O)OC (configuration not stated)	-2	-6	1.2	7	2	4	10	3	3	-1
COCCCNC(=S)N1CCC(NC(=O)Nc2ccc(C)cc2)CC1	-2	13	0.6	0	-2	3	-1	-3	-1	6
COc1ccc(NC(=S)Nc2ccc3snnc3c2)cc1	2	9	-0.5	3	10	-1	-6	13	6	-4
CCOc1ccccc1NC(=O)C(NC(=O)C1CCC(C)CC1)C(C)C (configuration not stated)	3	2	-2.7	-3	-4	2	0	6	8	-6
O=C(CCc1nc(-c2ccccc2)no1)NCC1CCCO1 (configuration not stated)	1	6	-1.2	1	3	0	-2	0	0	-2
CCCCSc1nc(C)c(C(C)=O)cc1C#N	-1	2	-0.6	1	-3	7	-5	3	-3	0
CCCC(/C=C/c1ccc(OC(C)=O)cc1)=C1/c2ccccc2C(=O)N1c1ccccc1	3	-4	-0.4	0	3	2	-26	1	-3	-8
CC(=O)c1cccc(NS(=O)(=O)c2cc3c(cc2C)N(C(C)=O)CCO3)c1	2	11	0.6	-2	-1	-2	5	-1	-1	6
CN(C)Cc1ncccc1Oc1nc2cc(-c3cccc(Cl)c3)sc2c(=O)n1C	-3	9	-2.8	-3	2	-6	-3	-7	0	/
Cn1nc(C(F)(F)F)c(/C=N/OC(=O)c2ccccc2Cl)c1SCc1ccc(Cl)cc1	-1	1	-0.4	-2	8	5	-6	-3	-1	-6
NC(=O)C1CCN(C(=O)Cc2ccc([N+](=O)[O-])cc2)CC1	-2	-7	-0.3	-1	1	-2	3	-4	-1	5
COC(=O)c1c(NC(=O)C(=O)N2CCCCC2)sc2c1CC(C)(C)OC2	3	-1	-0.7	-2	-2	-3	2	0	9	-2
Cc1cc(O)c(-c2cc(C(=O)Nc3cccnc3)[nH]n2)cc1C	-8	-3	1.6	2	13	-3	1	-26	-11	-5
COC(=O)C1=C(C)N(Cc2cccc(C(F)(F)F)c2)C(=NCc2ccccc2)NC1c1ccc(Cl)cc1 (configuration not stated)	2	-3	-1.4	-2	6	3	25	-4	7	/
COc1cc(CN2CCN(Cc3ccc(C(F)(F)F)cc3)CC2)cc(OC)c1OC	2	6	1.2	-1	-12	-4	15	-2	-1	5
CC(=O)c1cccc(NC(=O)c2cc(-c3ccc(F)cc3)on2)c1	0	15	1.7	0	-1	5	2	-4	1	-2
COc1cc(/C=C2\SC(=S)N(N3CCOCC3)C2=O)cc(OC)c1OC	-1	-8	-1.8	3	3	-2	-6	3	5	0
O=S(=O)(Oc1ccccc1/C=N/n1cnnc1)c1ccccc1	0	-2	-2.0	0	-2	-1	7	-1	3	-1
COc1cc(/C=N/NC(=O)COc2c(C)cc([N+](=O)[O-])cc2C)ccc1OC(=O)c1ccccc1Br	3	-12	-1.9	2	9	5	-14	-21	7	-50
CS(=O)(=O)N(CC(=O)N1CCN(c2ccccc2)CC1)C1CCCCC1	-4	-1	0.6	2	-4	-1	2	-2	-3	0
COc1ccc(/C=N/NC(=O)c2ccoc2C)cc1OC	-6	-11	-0.6	4	7	3	-5	0	-6	3
C#CCN1[C@@H]2CCN(C2)c2cc(Br)ccc2S1(=O)=O	-6	8	-1.7	-2	5	10	0	-2	8	-1
CCCOc1cc(C)c(S(=O)(=O)n2ccc(C)n2)cc1C	1	3	-0.3	0	-4	-3	-3	2	3	1
O=C(Nc1cccnc1Cl)c1cc(-c2ccccc2O)on1	3	6	1.7	1	3	5	-17	-109	3	-30
CN1C2=N[C@@H](c3ccccc3)CC(=O)N2/C(=C\c2ccccc2)[C@H]1c1ccccc1	12	-13	/	2	/	-9	-6	-1	/	/
COc1ccc(-c2nc(C)ncc2-c2csc(C)n2)c(O)c1	1	4	1.1	0	-4	4	4	2	2	1
Cc1ccc(COC(=O)CCN=C2NS(=O)(=O)c3ccccc32)cc1	5	-21	-0.6	-10	8	3	-10	-11	1	4

(more compounds)
SMILES	LEDGF integ inh	TDP2 inh	PG9 Ab binder	PRMT1 FP inh	rCAG RNA binder	Rev-erbA mod	mABHD4 FP	SIAE primary	TCR CD3 inh	HTRA1 inh
Cc1cc(C(=O)COc2cccnc2[N+](=O)[O-])c(C)n1Cc1cccs1	14*	10	-2.0	29*	5	-2	28	6	1	-3
COc1cccc(N2CCN(S(=O)(=O)c3ccc4c(c3)NC(=O)CS4)CC2)c1	0	10	-0.7	1	2	-2	-1	-3	7	-8
COc1cccc(CSc2nccn2C)c1	-2	-6	-0.4	4	-4	-1	-2	2	7	-2
Cc1ccc(NC(NC(=O)c2cccs2)C(Cl)(Cl)Cl)cc1 (configuration not stated)	-3	-3	-0.7	1	1	7	-9	1	3	-28
